# Compound activity deposited in PubChem by several laboratories.
# HSP90 refold inh: inhibitors of HSP90 luciferase refolding in rabbit reticulocyte lysate | luciferase refolding luminescence, 3 h | inhibition, % at 5.6 µM | hit rate 0.91% among 290,000 | AID 1789;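 active means inhibition above the screen-wide mean plus 3 SD, computed separately per campaign, cut at about 16% in these data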;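 further: 0% = DMSO wells and 100% = 60 µM geldanamycin wells; inhibitors lower the luminescence because luciferase stays unfolded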
# HSF1 inhib: HSF1 inhibition; hit rate 0.77% among 300,000; activity change, negative = inhibition, % at 7.5 µM (by protocol); NIH3T3-HGL HSE-luciferase, MG132-induced, luminescence 8 h; active compounds read low;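 active means more than half of replicate wells show activity change below -50%, luminescence cut by over half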;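 further: luciferase reports HSF-1 transcriptional activity via heat shock element; 0% = median of DMSO wells and -100% = zero luminescence signal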
# KLF5 inh: inhibitors of KLF5 expression | DLD-1 KLF5 promoter-luciferase reporter, luminescence | inhibition, % at 5 µM | hit rate 0.23% among 290,000 | AID 1700;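 active means inhibition above a per-plate limit of that plate's mean compound inhibition plus 3 SD, cut at about 60% in these data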;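 further: 0% = DMSO wells and 100% = LY294002 at 200 µM; higher means less KLF5 promoter-driven luciferase light; inactives centre near -14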
# aSyn UTR inh: MLPCN primary screen, SNCA 5' untranslated region. alpha-synuclein 5'UTR reporter, inhibitor activity. inhibition, % (tested at 7.5 µM). hit rate 0.82% among 300,000; in the data active means inhibition above about 60%;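 further: H4 neuroglioblastoma cells stably carrying SNCA 5'UTR luciferase fusion; 0% = DMSO wells and 100% = positive control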
# AI-2 QS mod: modulates the Vibrio harveyi AI-2 quorum sensing system; activity change, % at 7.5 µM; AID 2094; Vibrio harveyi JMH597 AI-2 luminescence/OD600 ratio, 9 h; active compounds read low; strain lacks LuxN and CqsS sensors; 0 = neutral-control median; hit rate 0.4% among 300,000; in the data active means activity change below about -75%, passing the limit was not always enough;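 further: luminescence divided by OD600 gain over 9 h not by final OD600 alone; inactives centre near 13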
# IEC-6 cytotox: counter-screen for KLF5 inhibitors: cytotoxicity in IEC-6 cells; inhibition, % at 5 µM; IEC-6 cytotoxicity, luminescence viability; hit rate 0.78% among 290,000; in the data active means inhibition above about 22%;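 further: 0% = plate median of test compound wells and 100% = cytotoxic reference compound wells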
# HSF1 activator: increases HSF-1 driven luciferase reporter signal. hit rate 1.7% among 300,000. activation, % at 9 µM. NIH3T3-HGL HSF-1 luciferase reporter, MG132, 8 h; 100% = twice DMSO control signal;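 active means mean replicate activation of at least 50% with a set share of replicates each reaching 50%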;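 further: 0% = median of the neutral control wells and 100% = twice that signal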
# HIF act: HIF pathway transcriptional activation; hit rate 0.32% among 300,000; U2OS HRE-luciferase reporter, luminescence; normalized: DMSO 0%, desferrioxamine 100%; activation, % at 7.5 µM (by protocol);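 active means mean activation of at least 10% of the iron chelator positive control signal, with at least half of replicates also reaching 10%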
# Platelet DG rel: platelet dense granule release activity; inhibition, %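 (compounds screened at 7.5 µM in platelet-rich plasma)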; hit rate 0.22% among 300,000; human platelet-rich plasma, SFLLRN dense granule ATP release, luminescence;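 active means mean replicate score, as percent of positive control, at or above 50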
# HDAC3 inhib: blocks human histone deacetylase 3; recombinant HDAC3, fluorogenic peptide/trypsin coupled, fluorescence; O15379; inhibition, % at 8.3 µM; hit rate 0.15% among 320,000; in the data active means inhibition above about 26%, passing the limit was not always enough
# Target sequence (O15379 whole entry, looked up): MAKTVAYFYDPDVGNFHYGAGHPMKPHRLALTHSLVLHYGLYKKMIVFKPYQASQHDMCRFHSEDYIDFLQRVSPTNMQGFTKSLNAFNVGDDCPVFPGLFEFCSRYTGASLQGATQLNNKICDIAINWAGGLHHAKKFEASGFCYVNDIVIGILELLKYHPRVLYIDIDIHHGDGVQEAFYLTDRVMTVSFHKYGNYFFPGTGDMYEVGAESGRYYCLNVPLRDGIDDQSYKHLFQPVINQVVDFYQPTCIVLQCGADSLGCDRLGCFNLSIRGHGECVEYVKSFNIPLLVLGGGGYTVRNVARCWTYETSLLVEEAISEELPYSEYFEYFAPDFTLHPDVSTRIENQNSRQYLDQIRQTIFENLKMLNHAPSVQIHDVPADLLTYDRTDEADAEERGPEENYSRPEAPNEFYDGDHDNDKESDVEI
# An asterisk follows results filed as active; . = not tested or not shown.
Structure,HSP90 refold inh,HSF1 inhib,KLF5 inh,aSyn UTR inh,AI-2 QS mod,IEC-6 cytotox,HSF1 activator,HIF act,Platelet DG rel,HDAC3 inhib
Cc1cc(-c2ccco2)n(CC(=O)NCc2ccccc2)n1,0,0,-27,17,12,-8,1,-0.4,-10,-2
Cc1c(Cc2ccccc2)sc(/N=C/c2ccc3ccccc3c2)c1C(N)=O,-2,.,5,.,.,8,.,.,.,-2
O=S(=O)(c1cccc(-c2csc(-c3cccnc3)n2)c1)N1CCCCC1,1,0,-11,-20,5,4,1,-0.1,13,3
COc1ccc(CNC(=O)C2CCCN(S(=O)(=O)c3c(C)noc3/C=C/N(C)C)C2)cc1 (stereo unspecified),3,-2,-18,-6,19,-7,-4,0.3,-1,4
CCC(C)C(NC(=O)c1ccccc1NC(=O)c1ccco1)C(=O)NNC(=O)c1ccncc1 (stereo unspecified),3,-3,-8,20,33,4,-11,-0.3,-1,1
Cc1ccc(C)c(NC(=O)CCNS(=O)(=O)c2ccc3[nH]c(=O)oc3c2)c1,0,-8,-3,6,22,-1,-5,0.1,3,-3
CC12CCC(C(=O)N3CCCCC3)([C@H](Br)C1=O)C2(C)C (stereo partly specified),3,1,3,-3,21,-4,15,-0.3,-34,0
COC(=O)c1cc(Cl)c(NC(=O)c2ccco2)cc1OC,3,5,-17,-96,15,-8,6,1.6,1,-8
CCOc1ccccc1N(CC(=O)NCC1CCCO1)C(=O)CCC(=O)Nc1cc(C)on1 (stereo unspecified),-3,-4,-1,4,28,0,-13,-0.5,5,-3
CCCN(CCC)S(=O)(=O)c1ccc(C(=O)N2CCOCC2)cc1,5,-6,-20,-35,21,0,3,-0.1,-3,6
CC(=O)C1=C(O)C(=O)N(Cc2cccnc2)C1c1ccc(C)cc1 (stereo unspecified),4,2,-29,4,1,-6,-8,2.1,-3,.
CN(C)S(=O)(=O)c1ccc(C(=O)NCCN2C(=O)S/C(=C\c3cccnc3)C2=O)cc1,-3,2,8,-13,8,-1,2,1.2,12,4
O=C(Cn1c(NCCO)nc2ccccc21)N1CCN(Cc2ccccc2)CC1,3,-1,-28,13,-5,-2,8,-0.8,0,5
CC1CCCC(C)N1CCCNC(=O)c1ccc2c(c1)NC(=O)c1ccccc1S2 (stereo unspecified),1,-4,-14,-11,9,6,-9,0.4,-4,13
O=C(O)CCc1ccc(-c2ccccc2)o1,9,-7,-11,-14,21,-1,-25,-2.0,7,2
O=C(CNC(=O)C1COc2ccccc2O1)N/N=C\c1cccc(O)c1 (stereo unspecified),-2,-1,-4,20,13,-3,0,-0.2,1,0
COc1ccc(N2C(=O)C3C4C=CC(c5ccccc5)(C3C2=O)C2C(=O)N(c3ccc(OC)cc3)C(=O)C42)cc1 (stereo unspecified),0,.,-18,16,31,-1,.,-0.3,5,6
CC(=O)c1ccc(NS(=O)(=O)c2ccc3c(c2)N(C)CCO3)cc1,-3,-10,-15,-26,41,-1,-6,0.4,-17,-8
O=C(CSc1ccc(-c2ccco2)nn1)c1ccc(F)cc1,-3,-5,4,7,-12,-5,13,-0.3,-10,1
CCCc1ncc(C(O)c2ccccc2OC)n1C (stereo unspecified),2,-2,10,-5,21,6,2,-0.2,2,5
O=C(Nn1cnc2ccccc2c1=O)c1ccccc1[N+](=O)[O-],0,-10,6,2,10,0,-5,0.4,-5,5
CNC(=O)c1ccc2snnc2c1,-3,-4,-24,6,31,-1,-7,-0.4,3,-6
Cc1cc(NC(=S)NC(=O)c2ccco2)c2ccccc2n1,1,0,2,-12,6,2,35,0.0,-1,8
Cc1cc(C)c(NC(=O)c2ccccc2C(=O)c2ccccc2)c(C)c1,5,4,10,3,15,4,5,0.1,-6,8
O=C(CC1OC(=O)c2ccccc21)Nc1cc(S(=O)(=O)N2CCOCC2)ccc1OCC(F)(F)F (stereo unspecified),.,-3,.,-2,30,.,1,0.1,7,-1
CCCCCC(O)(CCN1CCCCC1)c1ccc(OCC)cc1 (stereo unspecified),5,1,-26,-4,33,-3,5,-0.3,-8,5
COc1ccc(NC(=O)CC2C(=O)N(Cc3ccccc3)C(=S)N2CCN2CCOCC2)cc1 (stereo unspecified),-2,2,-1,9,17,-5,8,-0.4,21,1
c1ccc(Cc2nnc(N3CCOCC3)c3ccccc23)cc1,2,-1,-14,27,19,3,34,-0.6,-6,5
COC(=O)c1cc(OC)c(OC)cc1NC(=O)c1ccco1,0,-1,6,27,20,1,-2,0.0,-2,-9
O=C(O)c1cnn2c(-c3ccc(F)cc3)ccnc12,0,1,-8,16,37,-3,29,-0.3,9,-6
Cc1cc(C(F)(F)F)n2ncc(C(=O)O)c2n1,.,-4,.,-11,35,.,-3,-0.4,5,9
O=Cc1ccnc(-c2ccc(OC(=O)c3ccco3)cc2)n1,-1,1,-10,-2,17,-4,-2,-0.3,3,9
Cc1ccc(OCC(=O)n2nc(C)cc2C)c(C)c1,1,-1,-9,-1,7,4,1,2.0,0,4
COC(=O)CC1=NN(c2ccc(OC)cc2)C(=O)C1,5,3,-8,-7,18,2,21,-0.3,-4,3
COc1ccc(S(=O)(=O)n2nc(C)c(S(=O)(=O)N3CCOCC3)c2C)cc1,-1,-5,-33,-2,21,-9,2,1.0,-4,-6
COc1ccc(/C=N/NC(=O)c2ccccc2[N+](=O)[O-])cc1CN1CCc2cc(OC)c(OC)cc2C1C (stereo unspecified),-1,-2,-49,-5,20,4,-4,0.2,-1,0
S=c1[nH]nc(-c2ccco2)n1/N=C/c1cccs1,-3,-16,-2,14,25,-2,-31,58*,9,7
CC(NC(=O)COC(=O)C1CCN(S(=O)(=O)c2ccccc2C(F)(F)F)CC1)c1ccccc1 (stereo unspecified),6,1,-6,16,11,6,8,0.2,7,9
CCN(CC)S(=O)(=O)c1ccc(S(=O)(=O)N2CCCC(C(=O)NC3CC3)C2)cc1 (stereo unspecified),-1,-4,-9,-7,25,-1,-13,0.5,1,-5
N/C(=N\OC(=O)CCC1CCCC1)c1cccnc1,-6,8,-17,-20,4,4,3,0.9,4,-4
CC(CC(=O)Nc1ncc([N+](=O)[O-])s1)c1ccccc1 (stereo unspecified),-2,.,-31,.,6,-3,.,.,.,9
COc1ccc(CCNC(=O)CSc2nc3ccccc3o2)cc1,2,-10,-24,13,30,0,1,0.0,-1,-4
NC(=O)C1CCN(C2=C(NS(=O)(=O)c3ccc(Br)cc3)C(=O)c3ccccc3C2=O)CC1,0,10,-6,20,-5,-3,19,-0.2,-1,2
Cc1cc(NC(=O)CSc2nc3c([nH]c4ccccc43)c(=O)n2-c2ccccc2F)no1,2,-19,0,13,15,8,-32,0.0,-17,-1
CCOc1ccc(CNC(=O)CCS(=O)(=O)Cc2cccc(Cl)c2)cc1OC,0,0,-3,9,21,-1,-15,0.0,-2,-1
Cc1ccc(OCCCCc2c(C)n[nH]c2C)cc1,5,3,-6,-18,-12,-4,11,0.6,5,-3
Cc1ccc(O)c(NC(=O)c2cccc(S(=O)(=O)N3CCCCC3)c2)c1,-3,13,-30,-20,0,2,23,0.3,7,-1
Cc1nn(C)cc1NC(=O)c1nn(C)cc1[N+](=O)[O-],0,-1,5,44,9,-3,-10,-1.7,9,-2
CCc1ccc(NC(=O)CSc2nc3ccccc3nc2N2CCCC2)cc1,0,1,-5,-55,10,-2,13,0.7,1,9
CCCc1nn2c(=O)cc(CSCC(=O)Nc3cccc(OC)c3)nc2s1,-1,-4,-9,-1,26,-7,4,-0.8,-11,-3
COc1ccc(C2C(C(C)=O)=C(C)N=c3s/c(=C\c4ccco4)c(=O)n32)c(OC)c1 (stereo unspecified),2,-1,-4,29,42,-8,1,-0.3,-2,3
CCOC(=O)N1CCN(C(=O)CS(=O)(=O)c2cn(Cc3ccc(Cl)cc3)c3ccccc23)CC1,-4,8,-9,7,34,0,1,-0.5,-2,-1
CCCCN(C)CCNC(=O)c1ccc2c(c1)NC(=O)C(N1CCCCC1)S2 (stereo unspecified),0,-2,-13,-18,3,-5,5,-0.1,-9,-7
O=C(C1CC1)N1CCN=C1SCc1ccccc1Cl,3,2,-48,-22,24,5,1,.,6,0
O=C(CSCC(=O)OCn1nnc2ccccc2c1=O)Nc1ccc(Cl)cc1,4,-1,-31,6,18,8,7,-0.3,-2,5
COc1ccccc1N1CCN(c2ccc([N+](=O)[O-])cc2Cl)CC1,-4,19,-3,-15,0,-1,19,0.1,-6,6
O=c1[nH]nc(-c2ccccc2)cc1-c1ccccc1,.,9,.,-11,12,.,-4,0.8,-2,-6
O=C(NCc1ccc(F)cc1)c1ccc[nH]1,1,2,-42,-2,10,-4,16,0.2,-4,-2
O=C(CSc1nnc(-c2ccccc2)o1)NC1CC1,.,0,.,-44,.,.,10,0.6,-7,0
CCCc1cc(C(=O)N2CCC(N3CCC(C(=O)NC(C)C)CC3)CC2)n(C)n1,1,-3,8,-1,14,8,-4,0.0,1,5

# (list continues)
Structure,HSP90 refold inh,HSF1 inhib,KLF5 inh,aSyn UTR inh,AI-2 QS mod,IEC-6 cytotox,HSF1 activator,HIF act,Platelet DG rel,HDAC3 inhib
COc1cccc(N2CC(O)=C(c3nc4ccccc4s3)C2=N)c1,-2,9,29,-21,22,79*,-1,0.3,5,-3
CNC(=S)Nc1cccc(C(=O)O)c1,5,-7,-12,3,6,2,-8,0.8,2,-5
O=C(NCc1ccc2c(c1)OCO2)C(=O)Nc1ccccc1,-3,-3,-17,-60,-18,6,15,2.3,0,-5
O=C(O)c1cc(NC(=O)C2CCCO2)cc(C(=O)O)c1 (stereo unspecified),-2,-5,-18,-3,14,3,-17,-12,2,8
Cc1cc(NC(=O)c2cccc(S(=O)(=O)N3CCCCC3)c2)no1,-2,1,-13,19,28,8,-10,-0.8,1,1
N#Cc1c(-c2ccccc2Cl)cc(-c2ccccc2)[nH]c1=S,1,8,-13,-1,5,-1,20,0.0,10,-1
COc1cc(C)ccc1NC(=O)Cc1csc(NC(=O)Nc2ccccc2OC)n1,.,21,.,13,9,.,7,-2.3,-2,-20
COc1ccc(NC(=O)c2cnn(-c3ccccc3)c2C)cc1,10,17,-61,-62,-22,3,31,2.1,59*,1
CCCCC(=O)Nc1ccc2c(c1)nc1n2CCOC1,0,1,-65,-77,12,1,12,1.3,1,-4
CCOC(=O)N1CCC(c2[nH][nH]c(=O)c2C)CC1,-3,-12,14,-1,7,1,-31,-0.6,6,-3
CC(=O)Nc1ccc(NC(=O)C(Sc2ccccc2)c2ccccc2)cc1 (stereo unspecified),0,-6,-16,-9,8,-3,-17,0.2,-5,1
COCCN1CCn2c(nc3cc(NC(=O)NC4CCCCC4)ccc32)C1,1,.,16,.,.,-4,.,.,.,-99
Nc1nc(SCC(=O)Nc2ccc(Cl)cc2)[nH]c(=O)c1-c1ccccc1,0,12,-18,1,25,-5,9,0.0,-1,-1

# Reprinted at random: two entries already listed.
Structure,HSP90 refold inh,HSF1 inhib,KLF5 inh,aSyn UTR inh,AI-2 QS mod,IEC-6 cytotox,HSF1 activator,HIF act,Platelet DG rel,HDAC3 inhib
CCc1ccc(NC(=O)CSc2nc3ccccc3nc2N2CCCC2)cc1,0,1,-5,-55,10,-2,13,0.7,1,9
Cc1nn(C)cc1NC(=O)c1nn(C)cc1[N+](=O)[O-],0,-1,5,44,9,-3,-10,-1.7,9,-2
